Bioassay records deposited in PubChem by National Center for Advancing Translational Sciences (NCATS).
LDHA block = qHTS assay for inhibitors of human lactate dehydrogenase; L-lactate dehydrogenase A chain (Homo sapiens), P00338; purified LDHA, NADH/diaphorase-resazurin fluorescence; stronger effect = lower value; activity change, % (values are at about 110 or 230 µM); 0.15% of 480,000 active; in the data active = activity change below about -30%; inconclusive = mostly about -25% to -30%;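 note: plate controls were DMSO wells for no effect and wells without enzyme for full effect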
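Enzyme activity of human lactate dehydrogenase 5 (2 nM; 0.06 mM NADH, 0.2 mM pyruvate, 5 min, RT) is measured via a resazurin/diaphorase fluorescence readout of residual NADH.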
GRP78 ERSR act = qHTS for Inducers of the Endoplasmic Reticulum Stress Response (ERSR) in Human Glioma: qHTS; U87-MG GRP78 promoter luciferase reporter, 16 h; Potency, µM, without a hit: at the top dose activation, hits mostly activators; 0.02% of 420,000 active; AID 602332, 2012; note: potency is the fitted concentration of half-maximal effect; series mostly up to about 76 µM; % of control where 0% means no effect; nearly all actives have a fitted effect of over 35% in size
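Stably transfected U87-MG human glioma cells carrying a GRP78-based luminescent sensor were seeded at 1000 cells/well, pin-dosed with compounds and incubated 16 h. Luciferase reagent was then added, and end-point luminescence was read after 10 min at room temperature.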
rTrxR1 inhibitor = qHTS Assay for Inhibitors of Mammalian Selenoprotein Thioredoxin Reductase 1 (TrxR1): qHTS. Thioredoxin reductase 1, cytoplasmic (Rattus norvegicus), O89049. recombinant rTrxR1, NADPH fluorescence consumption, selenite substrate. Potency, µM (top dose mostly 114 µM), for the others: at the highest dose activity change, negative = inhibition, usual class: inhibitors. 1% of 390,000 active; note: potency is the fitted concentration of half-maximal effect; % is set by controls: 0 for no effect and ±100 for the full control effect; nearly all actives have a fitted effect of over 65% in size
Target sequence (O89049 whole entry, looked up): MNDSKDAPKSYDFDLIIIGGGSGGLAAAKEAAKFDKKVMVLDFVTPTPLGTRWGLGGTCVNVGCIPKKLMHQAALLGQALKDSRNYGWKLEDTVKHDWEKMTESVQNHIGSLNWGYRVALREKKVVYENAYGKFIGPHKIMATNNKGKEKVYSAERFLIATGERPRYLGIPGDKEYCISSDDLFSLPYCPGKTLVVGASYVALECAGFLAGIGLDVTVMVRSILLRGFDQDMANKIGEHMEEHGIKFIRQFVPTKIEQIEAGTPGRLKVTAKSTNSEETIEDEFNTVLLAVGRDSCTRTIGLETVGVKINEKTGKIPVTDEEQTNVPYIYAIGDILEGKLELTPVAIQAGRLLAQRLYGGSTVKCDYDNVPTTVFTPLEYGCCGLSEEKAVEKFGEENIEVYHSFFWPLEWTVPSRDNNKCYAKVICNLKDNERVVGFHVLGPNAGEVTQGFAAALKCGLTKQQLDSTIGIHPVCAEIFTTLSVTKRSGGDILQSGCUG
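Rat TrxR1 (90 nM in the dispensed reagent) was pre-reduced with 400 uM NADPH for 5 min at room temperature, then incubated with compound for 15 min. After 400 uM selenite was added, NADPH fluorescence (Ex 340/Em 450 nm) was followed for 8 min.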
TrxR1 substrate = qHTS Assay for Substrates of Mammalian Selenoprotein Thioredoxin Reductase 1 (TrxR1): qHTS; Thioredoxin reductase 1, cytoplasmic (Rattus norvegicus), O89049; purified TrxR1 substrate turnover, NADPH consumption readout; Potency, µM (highest dose often 114 µM), for the others: top-dose activity change, negative = substrate turnover; 0.01% of 390,000 active; note: potency is the fitted concentration of half-maximal effect; % is set by controls: 0 for no effect and ±100 for the full control effect; nearly all actives have a fitted effect of over 50% in size
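Rat TrxR1, dispensed at 90 nM, was prereduced with 400 uM NADPH (final) for 5 min at ~22 deg C, then incubated with compound 15 min before 400 uM selenite. A first-read NADPH fluorescence drop versus no-compound background flagged substrates.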
RGS4 inh = Inhibitors of Regulator of G Protein Signaling (RGS) 4: qHTS; Regulator of G-protein signaling 4 (Homo sapiens), P49798; Transcreener GDP fluorescence polarization, RGS4-accelerated GTP hydrolysis; Potency, µM (series often up to 114 µM), for the others: at the top dose activity change, negative = inhibition, most hits filed as inhibitors; 0.039% of 390,000 active; note: potency is the fitted concentration of half-maximal effect; % is set by controls: 0 for no effect and ±100 for the full control effect; nearly all actives have a fitted effect of over 75% in size; some results filed as inactive show a strong effect at the top dose
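MLSMR compounds (23 nl, pin-transferred) preincubated 10 min at room temperature with a 500nM (2x) first reagent, then RGS4 at 900nM (2x) plus Transcreener GDP mix added; fluorescence polarization (620/688 nm) read before and after 90 min at 30 °C.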
USP1-UAF1 inh = Inhibitors of USP1/UAF1: Primary Screen; Ubiquitin carboxyl-terminal hydrolase 1 (Homo sapiens), O94782; recombinant USP1/UAF1, Ub-Rhodamine cleavage fluorescence; Potency, µM (titrated, usually from 57.1 µM), inactives show at the top dose activity change, negative = inhibition, hits mostly inhibitors; 0.23% of 390,000 active; AID 743255, 2014; note: potency is the fitted concentration of half-maximal effect; % is set by controls: 0 for no effect and ±100 for the full control effect; nearly all actives have a fitted effect of over 60% in size; inactives centre near -12
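Step one: compound is pinned into 1nM USP1/UAF1 in HEPES pH 7.8 buffer with TCEP. Step two: 15 min room-temperature incubation. Step three: Ub-Rho (150nM final) starts cleavage, tracked by fluorescence over six one-minute reads.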
Vif-APOBEC3F blk = qHTS for Inhibitors of Vif-A3F Interactions: qHTS | HeLa A3F-eYFP + Vif (tagged APOBEC3F with the HIV-1 protein that degrades it), YFP fluorescence increase | Potency, µM (titrated, usually from 46.1 µM), for the others: at the top dose activity, negative = active | 0.2% of 390,000 active | AID 602313, 2012; note: potency is the fitted concentration of half-maximal effect; % of control where 0% means no effect; nearly all actives have a fitted effect of over 65% in size
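HeLa cells stably expressing Vif plus C-terminally eYFP-tagged A3F were seeded, incubated overnight at 37 deg C, dosed with compound, incubated overnight again at 37 deg C. Yellow fluorescence (Ex 488/Em 500-530) reported blocked Vif-mediated A3F-eYFP degradation.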
Vif-APOBEC3G blk = qHTS for Inhibitors of Vif-A3G Interactions: qHTS; HeLa A3G-eYFP + Vif (tagged APOBEC3G with the HIV-1 protein that degrades it), YFP fluorescence, overnight; Potency, µM (highest dose often 46.1 µM), for inactives: at the top dose activity, negative = active, most hits filed as inhibitors; 0.076% of 410,000 active; AID 602310, 2012;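 note: potency is the fitted concentration of half-maximal effect; % is set by controls: 0 for no effect and ±100 for the full control effect; nearly all actives have a fitted effect of over 60% in size; hits raise eYFP signal because A3G escapes Vif-driven loss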
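Read-out is eYFP fluorescence (Ex 488/Em 500-530) from Vif-expressing HeLa A3G-eYFP cells; more signal means A3G escaped Vif-mediated degradation. Cells plated overnight, compound pinned in, incubated overnight at 37 deg C.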
mIDH1 inhibitor = qHTS for Inhibitors of mutant isocitrate dehydrogenase 1 (IDH1): qHTS; Isocitrate dehydrogenase [NADP] cytoplasmic (Homo sapiens), O75874; IDH1-R132H enzyme, NADPH consumption, diaphorase/resazurin fluorescence; Potency, µM (top dose mostly 76.6 µM), inactives show top-dose activity change, negative = inhibition, most hits filed as inhibitors; 0.093% of 390,000 active; AID 602179, 2012; note: potency is the fitted concentration of half-maximal effect; % is set by controls: 0 for no effect and ±100 for the full control effect; nearly all actives have a fitted effect of over 65% in size
Target sequence (O75874 whole entry R132H, stated change not applied): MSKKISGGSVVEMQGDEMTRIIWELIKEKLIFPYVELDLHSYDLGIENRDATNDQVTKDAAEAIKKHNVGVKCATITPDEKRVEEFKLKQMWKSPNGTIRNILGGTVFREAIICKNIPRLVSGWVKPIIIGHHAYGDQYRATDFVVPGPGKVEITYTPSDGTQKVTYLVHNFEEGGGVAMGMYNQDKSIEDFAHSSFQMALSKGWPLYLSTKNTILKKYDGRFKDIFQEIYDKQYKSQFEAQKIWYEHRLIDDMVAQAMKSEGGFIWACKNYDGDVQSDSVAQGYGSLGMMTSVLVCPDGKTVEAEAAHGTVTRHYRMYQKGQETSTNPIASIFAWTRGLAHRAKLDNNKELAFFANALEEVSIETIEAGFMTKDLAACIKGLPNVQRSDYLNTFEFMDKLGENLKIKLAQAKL
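IDH1-R132H (0.5 ug/mL) preincubated 30 min with compound, then NADPH (0.016 mM) and alpha-KG (2 mM) added; 80 min at RT, pH 7.5. Remaining NADPH coupled via diaphorase/resazurin to fluorescence (540/590 nm); concentration-response curves normalized to no-enzyme control.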
* = called active by the depositor; ? = inconclusive; . = no result given; & = joins results of further samples; [ ] = remark or other dose. Unless noted, calls come from the whole dose curve; as a rule, active = well fitted curve in the direction sought with a large enough effect; inconclusive = small, poorly fitted or top-dose-only effect, or another doubt; inactive = no such curve, though single readings can be large; an effect the other way counts as inactive or inconclusive.

SMILES	LDHA block	GRP78 ERSR act	rTrxR1 inhibitor	TrxR1 substrate	RGS4 inh	USP1-UAF1 inh	Vif-APOBEC3F blk	Vif-APOBEC3G blk	mIDH1 inhibitor
CCN(CC)c1ccc(CNc2nc3ccccc3n2CC)cc1	-1	-3%	16%	0%	-1%	-2%	-8%	1%	6%
CCOc1ccc(OCC)c(Nc2cc(C)nc3ncnn23)c1	2	4%	4%	-5%	18%	-9%	0%	3%	-6%
O=C(OCC(=O)N1CCCC1)c1cc(Br)ccc1Cl	-2	-2%	-7%	-8%	25%	-7%	21%	-1%	-9%
NS(=O)(=O)c1ccc(NC(=S)N2CCN(c3cccc(Cl)c3)CC2)cc1	-10	-6%	6%	0%	-51%	-23%	2%	-1%	1%
c1ccc2c(-c3nnc4n3CCCCC4)cc(-c3ccncc3)nc2c1	-3	-4%	11%[57.1 µM]	3%	-11%	-11%	-24%	-4%	0%
COc1cc(/C=C2/SC(=S)N(CC3CCCO3)C2=O)ccc1O (stereo unspecified)	3	4%	3%[57.1 µM]	-16%[57.1 µM]	-26%	?	32µM*	5%	-9%
N#CC1(NC(=O)COC(=O)C23CC4CC(CC(O)(C4)C2)C3)CCCCC1	-3	-3%	9%	4%	14%	-22%	-10%	0%	9%
CCOC(=O)c1c(C)n(C)c2ccc(OC)c(NC(=O)c3cccs3)c12	3	-3%	-1%	-11%	-60%[56.9 µM]	-14%	2%	-1%	8%
O=C(Nc1ccc(F)c(Cl)c1)C1CCCN(c2cnccn2)C1 (stereo unspecified)	-4&-2	-6%&-1%	20%&1%	10%&-4%	-25%&7%	-16%&-18%	0%&2%	2%&-1%	3%&13%
COc1cc(C)c(S(=O)(=O)NCCCn2ccnc2)cc1C	-7	-4%	15%	5%	15%	-17%	-1%	4%	2%
COc1ccccc1-n1cnc2sc(-c3ccccc3)cc2c1=O	-4	9%	-7%	-8%	21%	-2%	7%	0%	3%
CCCCN(CC)CCNC(=O)c1cc2c(=O)n(C)c3ccccc3c2n1C	4	-5%	-10%[57.1 µM]	21%[57.1 µM]	-1%	-4%	-9%	5%	1%
COC(=O)c1c(NC(=O)C2CC=CCC2C(=O)O)sc(C)c1C (stereo unspecified)	1	-2%	14%	18%	-9%	-16%	-8%	0%	3%
Cc1cccc(OCCOC(=O)c2c(-c3ccccc3)noc2C)c1	-3	-5%	13%	1%	8%	-24%	-14%	?	5%
CC1CC1C(=O)N(CCC1=CCCCC1)c1c(N)n(Cc2ccccc2)c(=O)[nH]c1=O (stereo unspecified)	-4	0%	27%[57.1 µM]	10%[57.1 µM]	-3%	-10%	?	0%	-3%
COC(=O)c1ccc(NC(=O)c2ccc(NS(=O)(=O)c3cccc4cccnc34)cc2)cc1	3	-5%	33%	4%	-35%[56.9 µM]	-20%	?	-15%	4%
OCCNC(=S)c1ccccc1	-4	-2%	-6%	-6%	-12%	-16%	-5%	-1%	0%
C[C@H]1CN([C@@H](C)CO)C(=O)c2cc(Br)cnc2O[C@@H]1CN(C)C(=O)C1CCC1	1	-4%	.	.	.	-16%	-2%	-7%	16%
COc1ccccc1CNC(=O)C1CCN(c2nc3ccc(C)cc3[nH]2)CC1	-10	-1%	15%[57.1 µM]	0%[57.1 µM]	33%	-34%	2%	3%	-18%
COc1ccc(NC(=O)C2CCN(S(=O)(=O)c3c(C)noc3/C=C/c3cccs3)CC2)cc1	-10	-1%	27%	2%	5%	10%	-25%	4%	18%
Cc1ccccc1CN1C(=O)c2ccccc2S(=O)c2ccc(C(=O)NCc3ccc4c(c3)OCO4)cc21 (stereo unspecified)	-2	-3%	30%	10%	2%	-20%	0%	-1%	0%
CC(=O)Nc1cccc(C(=O)OCC(=O)Nc2nnc(-c3ccccc3)o2)c1	-2	0%	3%	-4%	-7%	-4%	-10%	1%	-2%
Cc1cc(NC(=O)CSc2nnc(CNc3cccc(C(F)(F)F)c3)n2Cc2ccco2)no1	-8	-2%	-4%	-4%	11%	-1%	-16%	1%	5%
CCN(C)Cc1c(C(=O)N2CCc3ccccc3C2)nc2ccc(Cl)cn12	-2	-5%	0%	6%	7%	-18%	-2%	0%	10%
CC(C)NC(=S)NN=C1CCC(c2ccccc2)CC1 (stereo unspecified)	0	7%	12%[57.1 µM]	4%[57.1 µM]	?	?	-1%	2%	1%
CCCN(C(=O)Cn1nc(Cc2cccnc2)c2ccccc2c1=O)c1ccc(C(C)C)cc1	-2	-4%	-11%	-14%	41%	5%	-2%	-12%	10%
Cc1ccc(S(=O)(=O)OCC(=O)Nc2ccc(C(=O)O)c(O)c2)cc1	7	-3%	-6%[11.4 µM]	10%[11.4 µM]	1%	-11%	-20%	0%	-6%
CN(CC(=O)Nc1ccc(OC(F)(F)F)cc1)C(=O)Cn1c(=O)cnc2ccccc21	-1	1%	15%	-2%	-6%	-12%	12%	1%	-10%
Cc1noc(C)c1-c1ccc2ncnc(NC(C)c3ccco3)c2c1 (stereo unspecified)	0	-3%	?	-5%	-8%	.	-19%	?	.
Cn1cc(/C=C2\SC(=O)NC2=S)c2ccccc21	-20	5%	-8%	6%	-45%	-17%	-28%	-5%	-5%
CCNC(=O)COc1ccc2ccccc2c1	-5	8%	-16%	-11%	7%	-6%	-12%	1%	3%
O=C(CSc1nnc(CNC(=O)c2cccc(C(F)(F)F)c2)o1)NC1CCCCC1	-1	1%	3%	-1%	11%	0%	3%	-3%	-10%
COc1cccc2c(=O)n(CC(=O)Nc3ccc(F)cc3F)ccc12	-12	-3%	8%	0%	18%	-8%	0%	-2%	-6%
Cc1ccc(NC(=O)CCn2nc([N+](=O)[O-])cc2C)nc1	-5	-2%	6%	-5%	-3%	0%	-13%	0%	2%
COC(=O)C1CCN(C(=O)COC(=O)CC(NC(C)=O)c2ccccc2)CC1 (stereo unspecified)	3	-4%	2%[57.1 µM]	5%[57.1 µM]	19%	0%	-3%	0%	1%
O=C(NC(=S)NCCSc1ccccc1)c1cccnc1	2	11%	?	-5%	-43%	-19%	-3%	-1%	3%
COc1ccc(NC(=O)CN2C(=O)C(c3ccccc3)=NC23CCCCCC3)cc1OC	2	4%	3%[57.1 µM]	-9%[57.1 µM]	-18%	-16%	-4%	0%	0%
Cn1c(SCC(=O)N2CCOCC2)nc2cccnc21	-6	-3%	2%	0%	-5%	-14%	.	-5%	18%
Clc1ccc(SCCCCn2ccnc2)cc1	-18	0%	8%	-2%	-18%	-8%	0%	-2%	1%
Cc1[nH]nc(Nc2ccc(O)cc2)c1[N+](=O)[O-]	-2	0%	10%[57.1 µM]	4%[57.1 µM]	9%	-3%	-18%	-4%	4%
Cc1ccc(S(=O)(=O)N2[C@@H](c3ccc(Cl)cc3)C(C(=O)O)=CC[C@H]2c2ccc3c(c2)OCO3)cc1	-12	-2%	0%[57.1 µM]	2%[57.1 µM]	15%	-10%	-2%	0%	-9%
Cc1ccc2c(c1)C(=O)CC1(CCC(C(C)(C)C)CC1)O2 (stereo unspecified)	-8	-3%	20%	10%[57.1 µM]	17%	-23%	-3%	-5%	1%
Cc1ccc(C(=O)CN(C(=O)c2ccc(Cl)c(Cl)c2)N2C(=O)C3C4C=CC(C4)C3C2=O)cc1 (stereo unspecified)	2	-5%	12%	4%	-6%	-4%	-2%	-3%	2%
CCN1CCN(C(=O)Cn2ncc3c4ccccc4n(Cc4c(C)cc(C)cc4C)c3c2=O)CC1	6	-11%	-18%	-5%	-26%	-22%	-31%	0%	4%
CN1CCN(CC(=O)N2c3ccc(S(=O)(=O)NCCNC(=O)OC(C)(C)C)cc3C(=O)Nc3cccnc32)CC1	-10	-4%	10%[57.1 µM]	9%[57.1 µM]	19%	.	5%	0%	.
O=C(Nc1cccc(F)c1)[C@@H]1CCCN1	-2	-3%	11%	6%	12%	-6%	-25%	-2%	-3%
Cc1cccc(S(=O)(=O)N(C)C[C@@H]2OCc3cnnn3CCCC(=O)N([C@H](C)CO)C[C@@H]2C)c1	-1	-4%	.	.	.	8%	4%	2%	-6%
O=C1C2CCCN2C(=O)N1CCN1CCN(c2cccc(C(F)(F)F)c2)CC1 (stereo unspecified)	-7	-1%	-10%	-12%	-12%[56.9 µM]	-11%	31%	2%	-7%

This is a subset; count on the stated rates, not on these rows.
